LYP phosphatase – inhibitors of LYP phosphatase, biochemical, fluorescence intensity, uHTS (AID 1779) | actives 0.054% (n = 290,000) | recombinant LYP phosphatase, fluorescence intensity; higher % means a stronger effect | inhibition, % at 11.5 µM; hits with a dose series show IC50 in µM; in the data active = inhibition above about 50%;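 also: plate controls were vehicle with enzyme for no effect and no enzyme for full effect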
GPR55 LPI antagonism – GPR55 antagonists blocking LPI-driven arrestin recruitment, primary screen, imaging, U2OS, beta-arrestin-GFP, LPI agonist (AID 2013) | U2OS GPR55 beta-arrestin-GFP translocation imaging, LPI antagonism; higher % means a stronger effect | inhibition, % at 10 µM; hits with a dose series show IC50 in µM | actives 0.13% (n = 290,000);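 active = spots per cell inhibited over 60%, with over 100 cells counted and total cytoplasm intensity under 500,000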;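 also: U2OS cells stably carrying GPR55 and arrestin-GFP stimulated by 5 µM LPI near EC80; imaged beta-arrestin-GFP aggregate spots per cell after agonist stimulation; plate controls were LPI-stimulated DMSO wells for no effect and DMSO wells without LPI for full effect; some results filed as inactive read as strong as hits; confirmed hits need IC50 under 10 µM and bright autofluorescent wells are also inconclusive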
SV40 large T antigen – SV40 large T antigen inhibitors, biochemical (AID 1903); SV40 large T antigen ATPase/helicase inhibition assay; higher % means a stronger effect; inhibition, % at 20 µM, or IC50 in µM where a hit was titrated; actives 0.39% (n = 310,000); in the data active = a potency from the dose series; also: strong numbers were not always called active
GPR35 antagonists – GPR35 antagonists blocking zaprinast-driven arrestin recruitment, primary screen, imaging, U2OS, beta-arrestin-GFP, zaprinast agonist (AID 2058) | G-protein coupled receptor 35 (Homo sapiens) | U2OS GPR35 beta-arrestin-GFP translocation imaging, zaprinast antagonism; higher % means a stronger effect | one-dose inhibition, % at 10 µM; IC50 in µM for titrated hits | actives 0.052% (n = 290,000);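 active = inhibition of at least 50% with at least 30 cells and total cytoplasm GFP at most 10,000,000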
T cell HTS – modulators of CD8 T cell-vesicle binding, primary screen, mouse 2C CD8+ T cells, flow cytometry | 2C CD8+ T cell-vesicle binding; active compounds read low | calls only at 7 µM | actives 0.068% (n = 330,000) | AID 2052, 2009;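 active = response, share of CD8 T cells binding vesicles, and their 90th percentile fluorescence all below set limits, cut at about 80% in these data, passing the limit was not always enough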
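incubation = binding step 1.5 h, 37 °C, antibody labelling 20 min, ice | test system = 2C mouse CD8+ T cells | read-out basis = percent CD8+ FL2 mean versus row control | controls = Peptide-free naked vesicles (low) and QL9 vesicles with 0.7% DMSO vehicle (high) | detection = flow cytometry of vesicle-bound cells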
NTR1 ag – agonists of NTR1, primary screen, imaging, U2OS cells, beta-arrestin-GFP, high content (AID 493036) | activation, % at 20 µM | NTR1-U2OS beta-arrestin-GFP spot imaging, agonist mode | actives 0.17% (n = 330,000);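 active = activation at or above 40% of the spot to cytoplasm intensity ratio, with at least 20 cells analyzed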;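 also: 0% = DMSO without peptide and 100% = 100 nM NTR1 peptide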
Target sequence (P30989 whole entry, looked up): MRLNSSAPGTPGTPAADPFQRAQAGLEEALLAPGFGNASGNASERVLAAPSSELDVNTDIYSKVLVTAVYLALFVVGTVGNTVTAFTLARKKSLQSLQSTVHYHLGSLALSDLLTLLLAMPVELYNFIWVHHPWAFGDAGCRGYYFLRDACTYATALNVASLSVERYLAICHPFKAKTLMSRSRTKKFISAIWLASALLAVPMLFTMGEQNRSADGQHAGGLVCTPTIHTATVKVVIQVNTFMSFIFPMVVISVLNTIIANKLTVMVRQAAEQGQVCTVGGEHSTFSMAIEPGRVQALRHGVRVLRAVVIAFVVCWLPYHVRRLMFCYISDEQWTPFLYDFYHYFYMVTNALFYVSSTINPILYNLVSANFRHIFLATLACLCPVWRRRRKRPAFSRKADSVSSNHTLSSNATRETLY
GPR55 beta-arrestin – GPR55 agonists via beta-arrestin recruitment, primary screen, imaging, U2OS cells, beta-arrestin-GFP redistribution (AID 1961); G-protein coupled receptor 55 (Homo sapiens); U2OS GPR55 beta-arrestin-GFP redistribution imaging; higher % means a stronger effect; activation, % at 10 µM; hits with a dose series show EC50 in µM; actives 0.048% (n = 290,000);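 active = activation above 40% with more than 50 cells counted in the well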;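 also: U2OS osteosarcoma cells stably expressing GPR55 and beta-arrestin-GFP; plate controls were DMSO negative control for no effect and LPI positive control for full effect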
Rac1 GTP hydrolysis – MgcRacGAP GTPase-activating activity inhibitors, confirmation, biochemical, ADP Hunter fluorescence; Rac GTPase-activating protein 1 (Homo sapiens); MgcRacGAP-stimulated Rac1 GTP hydrolysis, ADP Hunter fluorescence; higher % means a stronger effect; GST-tagged Rac1 F28L mutant substrate; inhibition, % at 30 µM, or IC50 in µM where a hit was titrated; actives 0.6% (n = 340,000); AID 624330, 2012;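 active = first-screen hits whose inhibition reached a set limit at any dose in the follow-up dose series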;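 also: fluorescence reports GDP produced by GAP-driven GTP hydrolysis; strong numbers were not always called active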
Lipid droplet – inhibitors of hepatocyte lipid droplet formation, primary screen, imaging, high-throughput imaging, BODIPY stain; AML12 mouse hepatocytes, oleate lipid droplets; inhibition, % at 6.5 µM; actives 0.4% (n = 240,000); AID 1656, 2009;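 active = lipid droplet intensity inhibited by at least 50%, with more than 500 cells counted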
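Material – mouse AML12 hepatocyte cell line, fixed after treatment · Compound dosing – one dose, 6.5 µM compound · Times – compound with oleate, overnight · Measured by – Image-based BODIPY and DAPI two-channel analysis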
Lipid droplet cells 6.5 µM – also measured in Lipid droplet; calls as there; cell count; measured here: cell count, cytotoxicity flag;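 cells counted across two imaged fields per well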
T cell HTS vesicle-bound % – further read-out of T cell HTS, marked with its call; double positive events, %; measured here: CD8+ vesicle-bound cell fraction;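 binding gate set so that unloaded-vesicle control wells show 10% double positive cells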
NTR1 ag cell count 20 µM – further read-out of NTR1 ag, marked with its call; cell count; measured here: cell count, cytotoxicity flag
Active calls of the source: *; i = inactive; . = no result given.

Structure	LYP phosphatase	GPR55 LPI antagonism	SV40 large T antigen	GPR35 antagonists	T cell HTS	T cell HTS vesicle-bound %	NTR1 ag	NTR1 ag cell count 20 µM	GPR55 beta-arrestin	Rac1 GTP hydrolysis	Lipid droplet	Lipid droplet cells 6.5 µM
CCCCOC(=O)c1cccnc1	-6%	-9%	6%	0%	i	42	-0.3	90	-0.1%	-5%	0	722
O=C(c1ccc2c(c1)OCCO2)C1CCN(S(=O)(=O)c2ccccc2F)CC1	0%	12%	3%	-14%	i	53	-0.1	87	0.1%	4%	.	.
O=C(Cn1ccc2ccccc2c1=O)N1CCN(c2cccc(Cl)c2)CC1	1%	21%	4%	2%	i	3	-0.8	54	-0.2%	7%	.	.
O=C(NCCc1nc2ccccc2[nH]1)c1ccc(Br)o1	-6%	-12%	6%	-6%	i	30	0.3	53	1.6%	7%	51*	798*
COc1ccc(CNC(=O)C(c2ccco2)N(C(=O)c2snc(C(N)=O)c2N)c2ccccc2OC)cc1 (centres undefined)	-2%	0%	6%	2%	i	47	0.6	44	0.5%	10%	-23	780
c1ccc(CSc2nnnn2-c2ccc3c(c2)OCCO3)nc1	-7%	0%	-1%	-5%	i	18	-0.8	64	-0.2%	8%	.	.
O=C(CSc1nc2ccccc2c(=O)[nH]1)Nc1ccccc1C(F)(F)F	-5%	-14%	9%	-3%	i	0	2.1	68	0.7%	8%	10	718
COC(=O)c1sccc1NC(=O)/C=C/c1c(Cl)cccc1Cl	8%	11%	0%	-1%	i	43	4.7	63	-0.1%	3%	-11	830
CN(CCO)c1ncnc2c1sc1nc(N3CCOCC3)c3c(c12)CCC3	-6%	5%	5%	-1%	i	10	0.6	46	-0.2%	14%	4	746
COCCNC(=O)CCC1CCN(Cc2cccc(-c3ccc(C)o3)c2)CC1	-2%	18%	10%	-3%	i	61	-0.8	45	1.8%	13%	-4	842
Cc1nn(-c2ccc(N3CCCCC3)nn2)c(C)c1CCC(=O)Nc1cccc(F)c1	-5%	-14%	6%	3%	i	5	1.7	64	-0.1%	-8%	5	755
O=C(O)CCC(=O)N1CCCC1	-5%	1%	-6%	5%	i	53	-1.7	92	0.4%	16%	2	672
COc1ccc(CC(=O)NCc2n[nH]c(=S)n2-c2ccccc2)cc1	-2%	18%	6%	0%	i	29	-0.4	36	-0.2%	-4%	0	672
COc1ccc(OC)c(CNC(=O)C2CCC(=O)N(CCCN3CCCC3=O)C2)c1 (centres undefined)	-7%	-9%	11%	3%	i	14	-0.2	54	-0.1%	2%	16	687
O=C(CCC(=O)c1ccc(Oc2ccccc2)cc1)Nc1ccc(C(=O)O)cc1	-13%	3%	18%	22%	i	49	-0.8	65	-0.2%	2%	-2	821
CC(C)CCSc1nnc(Cn2c(=O)sc3ccccc32)n1C	-1%	14%	2%	-1%	i	36	-2.3	48	-0.5%	2%	-16	769
CCN(CC(=O)Nc1ccccc1C(F)(F)F)C(=O)/C=C/c1ccc(Cl)c([N+](=O)[O-])c1	.	.	12%	.	i	56	-0.1	49	.	6%	.	.
Cc1cc(/C=C2\SC(=S)N(C)C2=O)c(C)n1-c1ccc(O)cc1	-2%	-2%	6%	12%	i	45	0.5	51	-0.1%	14%	6	777
CCO/N=C(/C)c1c(O)cc(-c2ccccc2)n(-c2ccccc2)c1=O	3%	8%	9%	7%	i	23	-0.8	76	0.1%	6%	-1	632
Cc1ccccc1N(C(=O)c1snc(C(N)=O)c1N)C(C(=O)NCc1ccccc1)c1ccc(O)cc1 (centres undefined)	-6%	14%	7%	-13%	i	40	2.1	56	0.9%	2%	-2	781
CN1CCC(OC(=O)c2ccco2)CC1	-5%	5%	-8%	5%	i	30	-2.0	53	0.2%	8%	8	703
Cn1ncc2c(Nc3ccc(Cl)c(Cl)c3)ncnc21	-7%	9%	24%	16%	i	9	3.5	71	0.3%	11%	-2	607
O=C(Nc1ccc2c(c1)OCO2)c1ccc(Cl)cc1Cl	-11%	7%	12%	0%	i	24	0.7	70	-0.2%	5%	-7	648
COc1ccc(N=C2CCS(=O)(=O)c3sccc32)cc1	-14%	-2%	12%	-8%	i	30	1.9	39	0.2%	11%	-11	635
O=C(O)CC1(CC(=O)NCc2ccc(-c3cccs3)cc2)CCCCC1	-3%	10%	8%	14%	i	5	1.0	60	-0.1%	6%	-57	728
CCC1(C(=O)O)NC(c2cccc(OC)c2O)C2C(=O)N(c3ccccc3)C(=O)C21 (centres undefined)	2%	9%	-1%	-6%	i	34	-0.8	86	-0.1%	4%	14	630
COC(=O)Cn1c(CN2CCc3ccccc3C2)nc2c1c(=O)n(C)c(=O)n2C	1%	-4%	3%	-8%	i	49	0.2	60	-0.1%	-6%	-11	530
CCS(=O)(=O)c1ccc(O)c(NC(=O)COc2ccccc2)c1	-1%	-4%	1%	-6%	i	14	0.6	72	-0.1%	10%	.	.
CCOC(=O)c1cc(CC)sc1NC(=O)CN1CCN(C(=O)c2ccco2)CC1	-5%	-10%	14%	1%	i	8	3.9	50	0.0%	8%	-6	645
Cc1ccc(CN2CCN(/N=C/C(Br)=C\c3ccccc3)CC2)cc1	-6%	-12%	12%	3%	i	28	2.9	48	0.3%	.	1	729
S=c1[nH]nc(-c2ccncc2)n1/N=C/C=C/c1ccco1	0%	-18%	29%	0%	i	54	1.8	62	0.5%	82µM*	-5	538
COc1ccc(S(=O)(=O)Nc2ccccn2)cc1OC	-6%	-2%	-2%	-12%	i	54	-1.1	32	0.1%	-8%	27	663
COc1ccccc1NS(=O)(=O)c1cccc(C(=O)NN=C2CCCC2)c1	-2%	-4%	12%	-16%	i	10	-2.2	62	-0.5%	5%	-11	619
CC(NC(=O)C1C(=O)N(CCO)C2(C)CC1c1ccccc1O2)c1ccccc1 (centres undefined)	2%	5%	17%	15%	i	17	-3.0	87	-0.1%	11%	.	.
COC(=O)CSc1nc2ncccc2[nH]1	-3%	0%	0%	-13%	i	31	3.2	93	0.3%	-1%	-2	782
Cc1cccc(C(=O)NCCCn2ccnc2)c1C	-7%	7%	1%	20%	i	62	-0.8	83	-0.3%	10%	0	805
CC1(C)OC(=O)C(=CNc2ccc(F)cc2)C(=O)O1	-9%	-8%	9%	14%	i	26	-0.3	72	0.5%	1%	.	.
Cc1ccc(-c2nc3c(c(=O)[nH]c(=O)n3Cc3ccccc3)n2C)o1	3%	2%	12%	-2%	.	.	.	.	-0.4%	17%	-9	695
Cc1ccc(C(=O)NC(NC(=S)Nc2ccc(S(N)(=O)=O)cc2)C(Cl)(Cl)Cl)cc1 (centres undefined)	1%	1%	3%	13%	i	57	7.6	70	0.1%	8%	0	642
O=C(Nc1cccnc1)c1cccc(-c2cc3ccccc3oc2=O)c1	-16%	7%	3%	-7%	i	44	0.2	60	-0.1%	12%	-31	652
COC(=O)C1CCN(C(=O)c2cc3ccccc3oc2=O)CC1	2%	4%	1%	-9%	i	55	1.2	76	0.1%	5%	-7	745
N/C(=N\c1nc(CSc2ccc(Cl)cc2)cc(=O)[nH]1)Nc1cccc2ccccc12	-2%	4%	-3%	5%	i	49	1.8	57	-0.1%	6%	9	753
CCCn1nnc(NC(=O)c2ccc([N+](=O)[O-])cc2Cl)n1	-7%	8%	8%	3%	i	48	0.3	102	-0.2%	2%	-12	676
CN(c1ccccc1)S(=O)(=O)c1cccc(C(=O)Nc2ncn[nH]2)c1	-6%	3%	4%	21%	i	50	1.0	55	-0.3%	1%	-3	692
O=C(CSc1nnc(-c2ccccc2)n1Cc1ccccc1)NNC(=O)c1ccccc1O	3%	4%	12%	-20%	i	25	1.5	51	0.0%	2%	12	644
Cc1cc2nc(CCN(Cc3cccnc3)C(=S)Nc3ccccc3)[nH]c2cc1C	-8%	4%	4%	-5%	i	31	2.4	47	-0.2%	11%	19	652
Fc1ccc(CNC(=S)NC2CCCCC2)cc1	-4%	-1%	29%	-7%	i	54	-0.6	84	0.2%	9%	9	662
O=C(CONS(=O)(=O)c1ccc(Cl)cc1)NCCNc1ncc(C(F)(F)F)cc1Cl	6%	3%	16%	0%	i	49	0.1	80	0.1%	8%	2	635
O=C(COC(=O)c1cc2ccccc2cc1O)c1ccccc1	-8%	1%	4%	-7%	i	7	4.3	70	-0.1%	9%	1	719
N#Cc1ccccc1OCC(=O)Nc1ccccc1C(=O)NC1CC1	.	.	12%	.	i	52	-0.6	65	.	1%	.	.
CCN(CC(=O)Nc1ccc2c(c1)OCCO2)C(=O)/C=C/c1cccc(OC)c1OC	.	.	2%	.	i	22	-0.3	61	.	7%	.	.
COc1ccc2c(c1)oc(=O)c1ccccc12	-4%	2%	2%	2%	i	36	2.3	86	0.5%	3%	-1	693
CCOC(=O)/C=C/c1ccc2c(c1)S(=O)(=O)N(c1cccc(OC)c1)[C@H]2CC(=O)OCC	.	.	11%	.	i	12	1.4	49	.	7%	.	.
COc1ccc(-c2nc(CS(=O)CC(=O)NCc3ccc(C)cc3)c(C)o2)cc1OC (centres undefined)	-13%	10%	10%	5%	i	8	-1.3	76	-0.3%	-7%	-1	792

Screening results as filed in PubChem BioAssay.
